# Source: PubChem BioAssay
# Rv3671c protease – inhibitors of M. tuberculosis serine protease Rv3671c; P9WHR9; inhibition, % at 5.96 µM; 320,000 compounds, 0.048% hits; in the data active means inhibition above about 38%;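 further: extracellular domain of Rv3671c used as enzyme; 0% = enzyme with DMSO and 100% = no enzyme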
# Anthrax LF prot – inhibitors of Bacillus anthracis lethal factor protease; P15917; multiplex microsphere protease cleavage assay, LF; AID 588501; 360,000 compounds, 0.12% hits; inhibition, % at 10 µM; further: plate controls were buffer without enzyme for full effect and enzyme alone for no effect
# Target sequence (P15917 whole entry, looked up): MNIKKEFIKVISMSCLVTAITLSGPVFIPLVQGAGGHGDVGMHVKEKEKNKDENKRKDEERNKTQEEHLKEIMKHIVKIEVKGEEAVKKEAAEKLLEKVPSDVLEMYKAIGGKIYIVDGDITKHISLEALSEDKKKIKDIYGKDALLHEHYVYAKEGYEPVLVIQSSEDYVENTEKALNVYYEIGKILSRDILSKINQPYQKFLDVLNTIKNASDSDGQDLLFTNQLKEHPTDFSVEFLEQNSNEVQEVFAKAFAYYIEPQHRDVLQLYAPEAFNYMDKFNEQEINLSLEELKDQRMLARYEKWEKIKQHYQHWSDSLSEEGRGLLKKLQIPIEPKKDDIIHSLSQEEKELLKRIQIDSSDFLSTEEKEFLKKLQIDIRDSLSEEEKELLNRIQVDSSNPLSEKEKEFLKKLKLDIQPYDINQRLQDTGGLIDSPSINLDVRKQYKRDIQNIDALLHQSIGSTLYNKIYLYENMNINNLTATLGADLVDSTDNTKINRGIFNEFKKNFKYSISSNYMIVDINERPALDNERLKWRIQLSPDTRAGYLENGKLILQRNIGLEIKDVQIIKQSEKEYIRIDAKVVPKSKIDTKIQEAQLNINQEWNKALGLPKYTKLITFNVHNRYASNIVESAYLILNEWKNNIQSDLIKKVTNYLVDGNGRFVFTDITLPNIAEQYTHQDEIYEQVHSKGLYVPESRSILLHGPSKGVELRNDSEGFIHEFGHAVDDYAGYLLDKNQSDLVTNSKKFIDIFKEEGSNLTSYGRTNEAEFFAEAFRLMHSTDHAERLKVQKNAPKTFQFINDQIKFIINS
# MazF activator – MazEF (E. coli) toxin RNase activation; 350,000 compounds, 0.32% hits; activation, % at 20 µM; P0AE70; FAM/BHQ RNA-DNA oligo cleavage fluorescence, 5 h; in the data active means activation above about 50%
# Target sequence (P0AE70 whole entry, looked up): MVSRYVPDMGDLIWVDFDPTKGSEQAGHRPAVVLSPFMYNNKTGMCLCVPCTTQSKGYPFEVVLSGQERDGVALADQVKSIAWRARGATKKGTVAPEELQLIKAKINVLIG
# BoNT A protease – inhibitors of Botulinum neurotoxin A light chain protease; inhibition, % at 10 µM; 360,000 compounds, 0.17% hits; multiplex microsphere protease substrate cleavage, flow cytometry; AID 588499; further: plate controls were buffer without enzyme for full effect and enzyme alone for no effect
# BoNT-F LC inh – BoNT F light chain protease inhibition; Multiplex microsphere protease cleavage assay, flow cytometry; inhibition, % at 10 µM; 360,000 compounds, 0.22% hits; in the data active means inhibition above about 35%, passing the limit was not always enough; inconclusive means no clear call, values can overlap the other calls; further: plate controls were buffer without enzyme for full effect and enzyme alone for no effect
# SSB-PriA inh – inhibitors of Klebsiella pneumoniae PriA binding to SSB C-terminal tail; 430,000 compounds, 0.6% hits; AID 1272365; inhibition, % at 33 µM; AlphaScreen SSBct-PriA binding, biotinylated peptide; in the data active means inhibition mostly above about 37%, no sharp cut-off; inactive means mostly below about 20%;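 further: plate controls were negative control peptide for no effect and reference peptide for full effect; strong numbers were not always called active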
# PrPC surface inh – reduces human prion protein on the cell surface. 370,000 compounds, 0.43% hits. P04156. inhibition, % at 13.8 µM. cell surface PrPC, TR-FRET read-out; in the data active means inhibition above about 24%; further: 0% = median of the test wells and 100% = reference compound wells
# SARS 3CLpro inh – SARS-CoV 3CLpro protease inhibition. P0C6X7. recombinant SARS-CoV 3CLpro, quenched FRET peptide cleavage. inhibition, % at 6 µM. 290,000 compounds, 0.14% hits; in the data active means inhibition above about 12%
# CCHF vOTU inh – blocks the CCHF virus ovarian tumor domain protease; CCHFV vOTU protease, Pep-AMC fluorescence; inhibition, % at 11.5 µM; 370,000 compounds, 0.55% hits; AID 651958; in the data active means inhibition above about 30%; further: 0% = vehicle wells with enzyme and 100% = no enzyme wells
# DUSP3 inh – DUSP3 (human) phosphatase inhibition. recombinant VHR phosphatase, pNPP absorbance. AID 1654. inhibition, % at 13.3 µM. 290,000 compounds, 0.52% hits. P51452; in the data active means inhibition above about 50%; further: some compounds called inactive have numbers as strong as hits
# Numbers without * were called inactive; ? = inconclusive; · = not tested or not shown. Unless noted, no stated cut-off is given here; in the data, active means inhibition above about 30%; inconclusive means no clear call, values can overlap the other calls; inactive means below that. Only part of the results is shown, so the mix of outcomes need not match the whole.
no.	canonical_smiles	Rv3671c protease	Anthrax LF prot	MazF activator	BoNT A protease	BoNT-F LC inh
1	Cc1ccc(CNc2ccc(N3C(=O)CC(C)C3=O)cc2[N+](=O)[O-])cc1 (centres undefined)	-4	-3	-4	-1.3	-8
2	CCOC(=O)c1nc(Nc2ccc(C(=O)O)cc2)c2ccccc2n1	7	-1	5	-1.6	3
3	COc1ccc(C(CNC(=O)c2cc(S(=O)(=O)Nc3cccc(C)c3)ccc2C)N2CCOCC2)cc1 (centres undefined)	·	-6	1	-0.8	-6
4	O=C(CN1C(=O)NC2(CCCC2)C1=O)OCCOc1ccccc1Cl	4	0	-2	0.4	-1
5	Cc1nn(C)c(C)c1NC(=O)c1ccc(S(=O)(=O)N(C)C)cc1	-11	-4	4	0.1	-3
6	COc1ccccc1CN1C(=O)C(Cc2ccccc2)ON=C1c1ncccc1C (centres undefined)	·	-3	·	0.1	4
7	Cc1ccc(OCc2cnc(Cl)s2)c(C)c1	0	-5	-7	-0.4	-4
8	N/C(=N\OC(=O)COc1ccc(Br)cc1)c1ccncc1	-4	2	3	-0.8	-5
9	COC(=O)c1cccc(NC(=O)c2cnccn2)c1	·	19	0	-2.6	-16
10	COc1cc(CCC(O)CC(=O)CCc2ccccc2)ccc1O (centres undefined)	-8	-7	4	-1.3	-3

no.	SSB-PriA inh	PrPC surface inh	SARS 3CLpro inh	CCHF vOTU inh	DUSP3 inh
1	37	-29	5	0	-4
2	3	-8	-3	16	1
3	2	-5	·	-6	·
4	-1	-2	·	0	·
5	0	1	-3	-6	15
6	·	-10	·	17	·
7	-73	2	1	2	-15
8	·	-7	3	6	3
9	6	6	-3	-2	0
10	-5	16	0	-7	12

# The last two entries of the part above are carried over, then new ones follow.
no.	canonical_smiles	Rv3671c protease	Anthrax LF prot	MazF activator	BoNT A protease	BoNT-F LC inh
9	COC(=O)c1cccc(NC(=O)c2cnccn2)c1	·	19	0	-2.6	-16
10	COc1cc(CCC(O)CC(=O)CCc2ccccc2)ccc1O (centres undefined)	-8	-7	4	-1.3	-3
11	O=C(COc1ccc(Cl)cc1Cl)Nc1ccc(Cl)cn1	-8	-2	-1	0.2	-5
12	Cc1nc2ccccc2c(=O)n1/N=C/c1ccccc1	-8	-4	0	0.2	-2
13	C=CCn1c(SCC(=O)c2ccc(Br)cc2)nnc1C(CC(C)C)NC(=O)c1cccs1 (centres undefined)	-4	-1	9	?	-3
14	CCc1ccc2c(c1)c1nc(C)sc1n2CC(=O)OC	3	-1	-1	-1.0	-2
15	CC1CCCN(S(=O)(=O)c2cccc(C(=O)NCc3ccco3)c2)C1 (centres undefined)	-3	-5	3	0.0	-2
16	O=C(O)c1cnc(-c2ccccc2)nc1-c1ccccc1	-10	-1	0	0.1	-2
17	COc1ccc(Cn2nnnc2C(c2cccs2)N2CCN(c3ccc([N+](=O)[O-])cc3)CC2)cc1 (centres undefined)	-24	0	-4	2.1	-1
18	Cc1ccc(S(=O)(=O)c2c(N)n(CCCO)c3nc4ccccc4nc23)cc1	-64	-9	-9	0.3	-2
19	CCN(CC1CCCO1)C(=O)CCc1nnc(CCc2ccccc2)o1 (centres undefined)	·	-8	6	0.3	-1
20	Cn1c(=O)[nH]c(=O)c2c1nc(SCCN1CCCCC1)n2Cc1ccccc1	-1	0	-5	-0.5	-20

no.	SSB-PriA inh	PrPC surface inh	SARS 3CLpro inh	CCHF vOTU inh	DUSP3 inh
9	6	6	-3	-2	0
10	-5	16	0	-7	12
11	-15	4	-4	6	25
12	·	0	5	-14	14
13	-24	4	3	12	23
14	-11	-4	1	9	10
15	3	-7	·	-4	·
16	-6	-2	1	3	5
17	3	-7	5	-4	-4
18	-24	-9	5	-145	21
19	·	5	·	-2	·
20	-8	-4	2	-1	2

# Some of the entries so far, with tabs:
cpd	molecule	Rv3671c protease	Anthrax LF prot	MazF activator	BoNT A protease	BoNT-F LC inh	SSB-PriA inh	PrPC surface inh	SARS 3CLpro inh	CCHF vOTU inh	DUSP3 inh
18	Cc1ccc(S(=O)(=O)c2c(N)n(CCCO)c3nc4ccccc4nc23)cc1	-64	-9	-9	0.3	-2	-24	-9	5	-145	21
12	Cc1nc2ccccc2c(=O)n1/N=C/c1ccccc1	-8	-4	0	0.2	-2	·	0	5	-14	14
11	O=C(COc1ccc(Cl)cc1Cl)Nc1ccc(Cl)cn1	-8	-2	-1	0.2	-5	-15	4	-4	6	25
19	CCN(CC1CCCO1)C(=O)CCc1nnc(CCc2ccccc2)o1 (centres undefined)	·	-8	6	0.3	-1	·	5	·	-2	·

# Next part:
no.	canonical_smiles	Rv3671c protease	Anthrax LF prot	MazF activator	BoNT A protease	BoNT-F LC inh
21	COc1cccc(OC)c1C(=O)N1CCN(Cc2ccccc2C(F)(F)F)CC1	6	-3	0	0.6	-21
22	C[C@@H]1CN([C@@H](C)CO)C(=O)CCCn2nncc2CO[C@H]1CN(C)S(=O)(=O)c1ccc(C#N)cc1	·	1	0	-0.3	4
23	CC1=C(C#N)C(C)C2=C(CC(C)(C)CC2=O)N1 (centres undefined)	-2	4	4	1.0	-9
24	CCOc1ccc(NC(=O)CCNS(=O)(=O)c2ccc(Br)s2)cc1	7	-2	-4	-1.1	-10
25	COc1cn(-c2ccccc2)nc1C(=O)Nc1ccc(C)cc1Cl	-13	2	1	0.4	9
26	COC(=O)Cn1cc(C(=O)c2cccs2)c2ccccc21	6	6	2	0.4	1
27	COc1cc(NC(=O)CN2C(=O)COc3ccc(S(=O)(=O)N4CCCCC4)cc32)cc(OC)c1	-5	0	1	-0.3	2
28	CC(=O)N1CCN(c2ccc(Oc3ccc([N+](=O)[O-])c(C(F)(F)F)c3)cc2)CC1	-6	-3	4	-0.3	-5
29	COC(=O)c1c[nH]n2c(=O)c(Cc3ccc(F)cc3Cl)c(C)nc12	-2	-3	-2	-1.4	-16
30	COc1ccc(CCC(=O)OCc2csc(CC(=O)Nc3ccccc3C)n2)cc1	-1	1	3	-1.8	-1

no.	SSB-PriA inh	PrPC surface inh	SARS 3CLpro inh	CCHF vOTU inh	DUSP3 inh
21	-27	0	0	15	28
22	·	1	·	-2	·
23	-15	-6	0	-75	10
24	1	-3	0	-11	6
25	-16	19	8	13	12
26	-11	0	-3	6	17
27	7	9	5	12	61
28	14	·	0	·	-12
29	-5	8	3	8	14
30	-9	9	3	-3	-13

# Individual results from the list.
# Value of entry 30 in SSB-PriA inh: -9
# Value of entry 24 in Rv3671c protease: 7
# Value of entry 29 in SARS 3CLpro inh: 3
# Value of entry 21 in BoNT-F LC inh: -21

# (continued)
no.	canonical_smiles	Rv3671c protease	Anthrax LF prot	MazF activator	BoNT A protease	BoNT-F LC inh
31	O=C(NCc1ccc2c(c1)OCO2)c1ccc(N2CCCC2=O)cc1	2	-1	3	0.2	14
32	Cc1ccc(C(=O)CCC(=O)N2CCN(c3ccccc3O)CC2)cc1	3	-3	-14	0.0	-10
33	CCN(CC)CCNC(=O)c1ccc(NC(=O)c2cccc(S(=O)(=O)N3CCCCCC3)c2)cc1	·	-4	-8	-1.4	-12
34	CC(=O)c1cccc(S(=O)(=O)N2CCC(C(=O)O)CC2)c1	-5	3	-5	-0.1	3
35	O=c1[nH]nc(SCCS(=O)(=O)c2ccc(F)cc2)n1-c1ccccc1C(F)(F)F	-4	-14	8	0.3	?
36	Cn1nnnc1SCc1ccc(C(=O)Nc2ccccc2F)cc1	5	3	5	-0.3	-5
37	O=C(CNCc1ccc(Cl)cc1)Nc1cc(S(=O)(=O)N2CCCC2)ccc1Cl	·	1	-14	0.3	-9
38	O=C(Nc1ccncc1)c1ccc(Cl)cc1	-6	-2	9	-1.8	7
39	COc1ccccc1NS(=O)(=O)c1cc([N+](=O)[O-])ccc1N/N=C/c1c[nH]c2ccccc12	11	6	-5	0.9	5
40	Cc1cccn2c(CNCC(C)Oc3cccnc3)c(C(=O)N3CCOCC3)nc12 (centres undefined)	4	-5	6	-0.1	2

no.	SSB-PriA inh	PrPC surface inh	SARS 3CLpro inh	CCHF vOTU inh	DUSP3 inh
31	-13	4	-3	-5	-6
32	-29	-2	·	0	·
33	-2	6	·	7	·
34	-12	-3	-5	-12	18
35	-4	6	-4	-9	8
36	1	1	3	-6	11
37	2	4	·	11	·
38	-9	2	-1	-13	16
39	·	2	-9	-2	-23
40	-8	-3	-3	1	19

# 2 compounds from above with just CCHF vOTU inh.
cpd	Structure	CCHF vOTU inh
39	COc1ccccc1NS(=O)(=O)c1cc([N+](=O)[O-])ccc1N/N=C/c1c[nH]c2ccccc12	-2
40	Cc1cccn2c(CNCC(C)Oc3cccnc3)c(C(=O)N3CCOCC3)nc12 (centres undefined)	1

# (list continues)
no.	canonical_smiles	Rv3671c protease	Anthrax LF prot	MazF activator	BoNT A protease	BoNT-F LC inh
41	CCc1c(-c2n[nH]c(=S)n2Cc2ccccc2)csc1C	-4	-4	4	-0.4	-4
42	Cc1scc(C(=O)NNC(=O)CCC(=O)O)c1C	4	-4	2	0.4	-1
43	O=C(O)COc1ccc(C(=O)Cc2ccc3c(c2)OCCCO3)c(O)c1	-9	-4	0	-1.4	-7
44	CCC(=O)Nc1c(-c2ccc(C)cc2)nc2ccc(C)cn12	2	0	2	3.6	33
45	CCc1ccccc1NC(=S)N(Cc1cccs1)C1CCCC1	-4	0	-1	-1.8	5
46	Cc1ccc(C)c(NC(=O)CSc2nc3ccc(N4C(=O)c5ccccc5C4=O)cc3s2)c1	-42	0	-7	0.8	-6
47	CCN(CC)CCNC(=S)NC(=O)c1cn(-c2ccccc2)nc1-c1ccc(OC)cc1	7	-2	13	-0.8	-9
48	COc1ccc(C(=O)NCCn2cc(SCC(=O)NCC3CCCO3)c3ccccc32)cc1OC (centres undefined)	-8	-1	5	-0.4	-7
49	CCOc1ccc2c(c1)-c1c(ssc1=S)C(C)(C)N2	11	-3	5	-2.2	-16
50	C[C@@H]1CN([C@@H](C)CO)C(=O)CCCn2nncc2CO[C@H]1CN(C)C(=O)Nc1ccccc1F	·	2	3	-0.3	-6
51	O=C(CNc1cccc(S(=O)(=O)N2CCCCCC2)c1)Nc1cccc([N+](=O)[O-])c1	2	0	1	-3.9	-7
52	CCn1c(Cc2ccccc2)n[nH]c1=S	0	0	1	-0.5	-4
53	CCN(Cc1ccccc1)S(=O)(=O)c1ccc2c(c1)NC(=O)CS2	5	-2	1	0.9	2

no.	SSB-PriA inh	PrPC surface inh	SARS 3CLpro inh	CCHF vOTU inh	DUSP3 inh
41	6	-2	5	-16	2
42	-5	·	-2	·	11
43	2	-4	0	7	22
44	-18	-8	-1	-25	2
45	-11	8	8	-1	21
46	-3	-2	2	21	15
47	11	-9	2	8	0
48	-10	7	-3	-7	-9
49	96	·	-1	·	13
50	·	-4	·	-4	·
51	7	-7	·	12	·
52	-20	2	4	8	-15
53	-16	0	0	6	11
